hERG WT inh: qHTS for Inhibitors of KCHN2 3.1: Wildtype qHTS. Voltage-gated inwardly rectifying potassium channel KCNH2 (Homo sapiens), Q12809. U2OS, BacMam KCNH2, thallium flux FluxOr; active compounds read low. activity change, % at 1.84 µM. 340,000 compounds, 0.37% hits. AID 720551, 2013;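 active = maximum activity change below -70%; inconclusive = maximum activity change between -70% and -50%; inactive = maximum activity change above -50%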; note: % is set by controls: 0 for no effect and ±100 for the full control effect
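U2OS cells were transduced with wild-type KCNH2 virus (2.03 x 10^8 / mL) for 4 h at room temperature, then cultured overnight at 37 C. Thallium flux was read with FluxOr dye. Rate constants were normalized to DMSO controls.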
S-ASM inh: Inhibitors of Secretory Acid Sphingomyelinase (S-ASM): qHTS; Potency, µM (titrated, usually from 57.5 µM), without a hit: at the highest dose activity change, negative = inhibition, hits mostly inhibitors; placental ASM, HMU-PC fluorogenic substrate, 60 min; 340,000 compounds, 0.006% hits; Sphingomyelin phosphodiesterase (Homo sapiens), P17405; note: potency is the fitted concentration of half-maximal effect
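Steps: dispense placental human ASM, pin compound, wait 10 min at room temperature, add HMU-PC0 substrate at 9 uM final, incubate 60 min at 37 °C, add stop solution raising pH to 10, read fluorescence.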
GALK inh: qHTS Assay for Inhibitors of Human Galactokinase (GALK). P51570. Purified GALK, Kinase-Glo residual ATP luminescence. Potency, µM (top dose mostly 57.5 µM), for the others: at the highest dose activity change, negative = inhibition, usual class: inhibitors. 270,000 compounds, 0.007% hits. AID 1868, 2009; note: potency is the fitted concentration of half-maximal effect; % is set by controls: 0 for no effect and ±100 for the full control effect
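Compounds were pin-transferred into ATP buffer (35 uM final), then GALK plus galactose (5 nM, 100 uM final) was added. After 1 h at room temperature, Kinase-Glo Plus was added and luminescence read after 10 min.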
PKM2 activator: qHTS Assay for Activators of Human Muscle isoform 2 Pyruvate Kinase; AID 1631, 2009; 260,000 compounds, 0.34% hits; Pyruvate kinase PKM (Homo sapiens), P14618; purified PKM2, Kinase-Glo ATP luminescence, activation; response scale: 0% is enzyme alone, no compound; Potency, µM (highest dose often 57.5 µM), inactives show top-dose activation, usual class: activators; note: potency is the fitted concentration of half-maximal effect; % is set by controls: 0 for no effect and ±100 for the full control effect; nearly all actives have a fitted effect of over 55% in size
Target sequence (P14618 whole entry, looked up, canonical isoform): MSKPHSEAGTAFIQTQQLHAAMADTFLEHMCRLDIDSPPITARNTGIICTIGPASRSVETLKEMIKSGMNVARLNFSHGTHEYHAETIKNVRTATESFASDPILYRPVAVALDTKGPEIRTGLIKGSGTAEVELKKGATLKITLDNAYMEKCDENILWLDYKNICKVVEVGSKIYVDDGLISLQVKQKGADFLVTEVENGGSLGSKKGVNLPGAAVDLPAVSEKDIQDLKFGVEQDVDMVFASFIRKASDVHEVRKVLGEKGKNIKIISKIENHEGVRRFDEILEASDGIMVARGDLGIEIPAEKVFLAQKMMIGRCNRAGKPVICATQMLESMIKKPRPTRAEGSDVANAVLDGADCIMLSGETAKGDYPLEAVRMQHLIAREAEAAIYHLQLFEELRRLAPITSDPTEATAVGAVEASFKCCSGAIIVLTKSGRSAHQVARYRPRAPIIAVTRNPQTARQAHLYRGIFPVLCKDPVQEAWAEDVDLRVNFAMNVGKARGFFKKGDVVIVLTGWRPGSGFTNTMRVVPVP
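Kinase-Glo luminescence reports ATP generated from ADP (0.1 mM) and PEP (0.5 mM) by purified hPK-M2 after 1 h at room temperature, pH 7.2 imidazole buffer; intermediate enzyme activity allows detecting inhibitors and activators.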
Menin-MLL TR inh: qHTS Assay for Inhibitors Targeting the Menin-MLL Interaction in MLL Related Leukemias: Competition With Texas Red Labeled MLL-derived Mutant Peptide. O00255. Menin + Texas Red MLL mutant peptide, fluorescence polarization. Potency, µM (top dose mostly 61.6 µM), inactives show at the highest dose FP activity change, negative = inhibition, usual class: inhibitors. 270,000 compounds, 0.23% hits; active = well fitted inhibition curve with a large enough effect in the polarisation, with a control signal flat, not every such curve was filed as active; inconclusive = small, poorly fitted or top-dose-only effect, or effect the other way, or a change in a side signal; inactive = no such curve, though single readings can be large or run the other way; the % refers to the polarisation; note: potency is the fitted concentration of half-maximal effect; % of control where 0% means no effect; many of its hits are not listed in these tables
BCR signal inh: qHTS Assay to Find Inhibitors of Chronic Active B-Cell Receptor Signaling. ABC-DLBCL IkBa-CBG/CBR reporter, luminescence ratio, 4 h. Potency, µM (highest dose often 46.1 µM), without a hit: at the highest dose ratio change, negative = lower green/red ratio, hits mostly inhibitors. 340,000 compounds, 0.05% hits; active = well fitted inhibition curve with a large enough effect in the signal ratio, with a control signal flat, not every such curve was filed as active; inconclusive = small, poorly fitted or top-dose-only effect, or effect the other way, or a change in a side signal; the % refers to the signal ratio;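 note: potency is the fitted concentration of half-maximal effect; plate controls were basal doxycycline-induced cells for no effect and cells given 10 µM MG132 for full effect; MG132 reads +100%, hits lower the ratio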
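TMD8 ABC-DLBCL cells carrying doxycycline-inducible green luciferase fused to IkappaBalpha plus unfused red luciferase were exposed to compounds (up to 46 uM) for 4 hrs at 37C. Activity came from the overlap-corrected green/red luminescence ratio.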
TSHR antag: Antagonists of the Thyroid Stimulating Hormone Receptor: HTS campaign; AID 504810, 2011; activity change, negative = inhibition, % at 11.5 µM; 330,000 compounds, 0.2% hits; Thyrotropin receptor (Homo sapiens), P16473; TSHR-expressing cells, TSH-stimulated cAMP HTRF, 2 h; active compounds read low;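 active = activity change below a set negative limit, meaning inhibition stronger than a set level, cut at about -70% in these data; inconclusive = activity change between two set negative limits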; note: % is set by controls: 0 for no effect and ±100 for the full control effect
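Read-out is FRET at 665 nm (cryptate excitation 337 nm) from a cryptate-tagged anti-cAMP antibody, competed by cell cAMP against cAMP-d2. Compounds are tested on freshly harvested TSHR cells challenged with 4nM TSH (EC80) for 2 hours at 37 deg C.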
MBNL1 CUG block: qHTS Assay for Inhibitors of MBNL1-poly(CUG) RNA binding. TR-FRET MBNL1-His/biotin-(CUG)12 binding, 665/545 ratio. Potency, µM (highest dose often 57.5 µM), for inactives: at the highest dose activity change, negative = inhibition, most hits filed as inhibitors. 280,000 compounds, 0.036% hits. AID 2675, 2010; active = well fitted inhibition curve with a large enough effect in the signal ratio, with a control signal flat, not every such curve was filed as active; inconclusive = small, poorly fitted or top-dose-only effect, or effect the other way, or a change in a side signal; inactive = no such curve, though single readings can be large or run the other way; the % refers to the signal ratio; note: potency is the fitted concentration of half-maximal effect; % is set by controls: 0 for no effect and ±100 for the full control effect
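His-tagged MBNL1 binding to biotinylated (CUG)12 RNA was measured by TR-FRET using terbium anti-His antibody (0.055 ng/ul final) and streptavidin-XL665 (5 nM final). Compounds were titrated 92 nM to 58 uM; 60 min at room temperature.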
Eya2 inh: qHTS Assay for Inhibitors of the Phosphatase Activity of Eya2; Protein phosphatase EYA2 (Homo sapiens), O00167; recombinant Eya2, OMFP fluorescence dephosphorylation (OMFP is methylfluorescein phosphate); Potency, µM (highest dose often 76.9 µM), for inactives: top-dose activity, negative = inhibition, hits mostly inhibitors; 330,000 compounds, 0.006% hits; AID 488837, 2010; note: potency is the fitted concentration of half-maximal effect; % is set by controls: 0 for no effect and ±100 for the full control effect
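Eya2 protein (added as 0.2 uM solution) was preincubated with compound for 10 min at ambient temperature in 50 mM HEPES pH 7.5, 50 mM NaCl, 5 uM MgCl2, 0.05% BSA, 1 mM DTT. OMFP (added at 50 uM) then reacted 10 min; fluorescence read at 485/525 nm.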
Mito fusion yeast: qHTS Assay for Small Molecule Inhibitors of Mitochondrial Division or Activators of Mitochondrial Fusion. S. cerevisiae fusion-defective mutant growth rescue, CellTiterGlo 48 h. Potency, µM (titrated, usually from 46.1 µM), for inactives: at the highest dose growth rescue (activation), hits mostly activators. 320,000 compounds, 0.23% hits. AID 485298, 2010;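 note: potency is the fitted concentration of half-maximal effect; % of control where 0% means no effect; nearly all actives have a fitted effect of over 45% in size; temperature-sensitive fusion mutants such as fzo1-1 at 37 °C on non-fermentable ethanol glycerol medium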
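Temperature-sensitive fusion-defective S. cerevisiae (e.g. fzo1-1, mgm1-5) were grown with compound in YPEG medium (3% ethanol, 3% glycerol) for 48 hours at 37C. Growth rescue was measured as viability by CellTiterGlo luminescence after 10 minutes at ambient.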
USP2a block: qHTS Assay for Inhibitors of Ubiquitin-specific Protease USP2a Using CHOP2 as the Reporter; Ubiquitin carboxyl-terminal hydrolase 2 (Homo sapiens), O75604; USP2 core, Ub-CHOP2 coupled fluorogenic reporter, 485/531; Potency, µM (series often up to 38.3 µM), inactives show at the top dose activity change, negative = inhibition, usual class: inhibitors; 330,000 compounds, 0.01% hits; AID 463254, 2010;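 note: potency is the fitted concentration of half-maximal effect; plate controls were DMSO wells for no effect and full inhibition by NEM control for full effect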
Target sequence (O75604 whole entry, looked up): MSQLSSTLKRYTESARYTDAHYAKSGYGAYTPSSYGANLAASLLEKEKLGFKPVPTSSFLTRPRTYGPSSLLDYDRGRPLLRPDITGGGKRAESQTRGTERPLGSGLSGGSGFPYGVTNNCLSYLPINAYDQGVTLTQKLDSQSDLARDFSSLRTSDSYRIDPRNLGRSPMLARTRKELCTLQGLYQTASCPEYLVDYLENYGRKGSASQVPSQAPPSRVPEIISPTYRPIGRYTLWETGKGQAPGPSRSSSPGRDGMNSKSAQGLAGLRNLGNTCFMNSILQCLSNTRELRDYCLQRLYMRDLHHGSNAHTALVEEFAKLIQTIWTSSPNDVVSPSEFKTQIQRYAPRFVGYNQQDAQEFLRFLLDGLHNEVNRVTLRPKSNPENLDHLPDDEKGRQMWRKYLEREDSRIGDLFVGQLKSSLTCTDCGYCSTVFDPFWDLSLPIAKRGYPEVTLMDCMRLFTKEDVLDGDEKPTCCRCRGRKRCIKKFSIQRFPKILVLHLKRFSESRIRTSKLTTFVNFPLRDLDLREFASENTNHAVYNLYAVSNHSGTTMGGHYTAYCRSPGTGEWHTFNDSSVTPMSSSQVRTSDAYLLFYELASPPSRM
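Deubiquitinase activity read as fluorescence (485/531 nm) after Ub-CHOP2 cleavage activates the enterokinase reporter on its substrate; USP2 core 10nM, Ub-CHOP2 and substrate 25nM each, 30min compound preincubation then 60min RT; data normalized to NEM, curves fitted.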
* = called active by the depositor; ? = inconclusive; / = no result given; [ ] = remark or other dose. Unless noted, calls come from the whole dose curve; as a rule, active = well fitted curve in the direction sought with a large enough effect; inconclusive = small, poorly fitted or top-dose-only effect, or another doubt; inactive = no such curve, though single readings can be large; an effect the other way counts as inactive or inconclusive.

SMILES	hERG WT inh	S-ASM inh	GALK inh	PKM2 activator	Menin-MLL TR inh	BCR signal inh	TSHR antag	MBNL1 CUG block	Eya2 inh	Mito fusion yeast	USP2a block
Cc1ccc(CN(C(=O)COc2ccc([N+](=O)[O-])cc2)C2CCS(=O)(=O)C2)o1 (stereo not drawn)	6	-3%	-1%	/	/	4%	-1	?	-6%	6%	-5%
Cc1ccc(O)c(CNc2ccccn2)c1	-7	-1%	0%	3%	3%	?	1	3%	12%	2%	0%
COc1ccc(N/C=C/C(=O)c2ccccc2)cc1	3	2%	7%	-43%	6%	?	-11	16%	6%	-1%	0%
O=C(Nc1ncc2c(n1)-c1ccccc1OC2)c1ccc(F)cc1	6	35%	0%	6%	3%	?	-7	0%	9%	-7%	2%
CC(C)N1CCc2c(sc(NC(=O)c3ccco3)c2C(N)=O)C1	14	14%	1%	3%	-13%	3%	15	22%	-8%	-1%	1%
CCc1nn(CC(=O)NCCCN2CCN(C)CC2)c(=O)c2cc3sc(C)cc3n12	-6	-2%	5%	/	/	1%	16	2%	-18%	-7%	3%
Cc1cc(=O)oc2cc(OCc3cc4c(cc3Cl)OCO4)ccc12	-1	4%	-2%	2%	6%	7%	15	-3%	4%	1%	0%
COc1cc(-c2nc(-c3ccncc3)no2)cc(OC)c1OC	-5	1%	0%	9%	-15%	?	9	25%	-8%	7%	3%
Cc1cc(C)c(OCC(=O)OC(C)C(=O)NC2CC2)c(C)c1 (stereo not drawn)	9	4%	5%	-11%	/	-4%	-3	-9%	-5%	0%	0%
CCOC(=O)C1C2C=CC3(CN(Cc4ccccc4)C(=O)C13)O2 (stereo not drawn)	-4	6%	0%	-7%	-6%	?	8	-5%	7%	-15%	-1%
COC(=O)[C@]1(Cc2ccccc2)N[C@H](CN(C)C(=O)c2ccc(F)cc2)[C@@H]2C(=O)N(Cc3ccccc3)C(=O)[C@@H]21	20	-1%	/	/	/	-7%	-1	/	5%	/	-5%
CCN1C(=O)C(CC(=O)Nc2ccc(OC)cc2)N(Cc2cccs2)C1=S (stereo not drawn)	-7	0%	0%	?	?	-4%	2	-7%	-5%	10%	-2%
CN1C(=O)CC(C(=O)Nc2ccccc2F)SC1=Nc1ccc2c(c1)OCO2 (stereo not drawn)	0	-8%	4%	2%	37%[activator]	-2%	5	-2%	-2%	5%	-1%
Nc1nccnc1C(=O)OCC(=O)N1CCN(S(=O)(=O)c2ccc(Cl)cc2)CC1	10	431%[activator]	/	/	/	0%	-3	/	16%	4%	-3%
CC(C)CCOc1ccc(/C=C2\CCn3c2nc2cc(C(=O)O)ccc2c3=O)cc1	-36	17%	-17%	4%	18%	5%	-13	8%	10%	3%	2%
O=C(CCS(=O)(=O)c1ccccc1)N1CCOCC1	-2	-3%	2%	/	4%	3%	-3	-1%	12%	-1%	-1%
O=C(COC(=O)c1cc(S(=O)(=O)N2CCOCC2)ccc1F)NCc1ccco1	-13	/	-6%	7%	/	4%	-13	3%	1%	2%	-1%
CN(C)C(=O)COc1ncnc2sc(-c3ccccc3)cc12	0	0%	-3%	/	11%	-4%	-5	?	4%	8%	0%
COCCOc1cc(N(CC(=O)N(C)C)S(=O)(=O)c2ccccc2)c(Cl)cc1Cl	0	4%	-2%	-1%	-5%	-4%	-3	4%	-6%	3%	2%
Cc1nc2ccc(NC(=S)N3CCCC3)cc2nc1C	-5	6%	7%	-3%	-13%	?	10	?	0%	-4%	0%
Cc1ccc(/C=C/C(=O)Nc2nnc(SCc3ccc(C#N)cc3)s2)o1	2	7%	-1%	14%	-3%	?	1	-5%	1%	-2%	0%
Cc1ccc2c(CC(=O)N(C)c3c(N)n(Cc4ccccc4)c(=O)[nH]c3=O)coc2c1	-1	3%	/	/	/	?	/	/	-15%	-10%	1%
COc1cccc(Cn2cc(C(=O)NCCN(C)C)nn2)c1	-7	6%	1%	-19%	-14%	?	45	-9%	1%	-3%	-6%
CC1(C)CC(=O)C(C(=S)Nc2ccc(F)cc2)=C(NCCN2CCOCC2)C1	-1	1%	-2%	-8%	15%	1%	6	-14%	1%	-2%	4%
N#Cc1cccc(NC(=O)COC(=O)c2ccccc2Sc2ccccc2C#N)c1	-5	-4%	0%	-16%	?	?	-14	19%	-20%	6%	2%
N#Cc1ccc(Cl)cc1NC(=O)COC(=O)c1ccc2c(c1)OCCO2	12	3%	-2%	-13%	15%	20%	15	48%[activator]	6%	1%	0%
C/C=C\C=C\C(=O)Nc1cccc(C2=NOC3(C2)C[C@@H](C(N)=O)N(C(=O)C(c2ccccc2)c2ccccc2)C3)c1 (stereo partly drawn)	3	-6%	4%	?	/	?	-5	1%	0%	30%	3%
Cc1ccc(-n2cc[nH]c2=S)cc1C	8	6%	0%	-13%	-16%	0%	-2	/	1%	-7%	1%
Cc1ccc(-c2cc(C(=O)Nc3c(C)n(C)n(-c4ccccc4)c3=O)no2)cc1	-10	5%	8%	1%	?	8%	9	-8%	-5%	2%	0%
O=C(COC(=O)CCSc1ccccc1)NCc1ccc(F)cc1	-3	-3%	0%	-2%	2%	2%	9	-7%	8%	8%	2%
O=S(=O)(c1ccccc1)c1nc(-c2ccco2)oc1Nc1ccccc1	7	-2%	1%	-4%	6%	?	50	/	1%	10%	-2%
Cc1cc(C)cc(NC(=O)N(CCC#N)Cc2cccs2)c1	-6	2%	4%	-1%	/	-3%	-2	2%	-3%	1%	2%
COc1ccc(-n2c(C)cc(-c3csc(NC(=O)c4ccc(S(=O)(=O)N(C)C)cc4)n3)c2C)cc1	5	-6%	0%	0%	?	1%	-7	32%[activator]	-6%	0%	-3%
CCCSc1nc2c3c(sc2c(=O)[nH]1)CC(C)(CC)OC3 (stereo not drawn)	-1	-2%	2%	0%	1%	1%	13	4%	-6%	7%	0%
COc1ccc(CCNC(=O)c2ccc(Cl)c(S(=O)(=O)N3CCCCCC3)c2)cc1	-2	-11%	/	/	/	-11%	?	/	-6%	29%	2%
CCN(CC)CCOCCOC(=O)C(CC)(CC)c1ccccc1	20	5%	1%	-5%	/	3%	-3	-13%	3%	1%	-2%
O=C(CS(=O)(=O)Cc1ccccc1)NCc1ccco1	-1	9%	4%	-1%	-2%	4%	4	-4%	-1%	4%	-10%
C=CCN1C(=Nc2ccccc2)SC/C1=C\C(=O)OC	-22	-3%	4%	1%	-1%	?	-17	-1%	-5%	2%	3%
CCOC(=O)CCCCC(=O)NC(CO)C(=O)NC (stereo not drawn)	-3	2%	0%	-4%	17%	-4%	8	9%	-28%	1%	3%
NNC(=O)c1cccc(O)c1	5	2%	-1%	6%	4%	?	-2	-2%	-4%	-8%	3%
O=C(COC(=O)c1cccc(S(=O)(=O)N2CCOCC2)c1)NCCc1ccccc1	-14	0%	-1%	-6%	/	0%	0	0%	0%	0%	3%
O=C(CSc1nnnn1-c1cccc2c1CCCC2)N1CCOCC1	-1	0%	3%	-5%	6%	3%	24	-4%	13%	9%	8%
O=Cc1cccn1-c1ccccc1	-8	4%	3%	2%	/	1%	2	2%	?	16%	-2%
CCn1cc(CN2CCC(Oc3ccc(C(=O)N4CCCCC4)cc3)CC2)cn1	9	-2%	-5%	-2%	/	-3%	-17	-5%	-2%	1%	1%

Screening data as filed in PubChem BioAssay.

Only part of the results is shown, so the mix of outcomes need not match the whole.
